Compound activity: PubChem, National Center for Advancing Translational Sciences (NCATS)
HCMV antiviral: qHTS Assay for inhibitors of the human cytomegalovirus (HCMV); HFF cells, HCMV-luciferase reporter, 72 h; stronger effect = lower value; activity change, negative = inhibition, % at 57.5 µM; actives 4.5% (n = 410,000); AID 1259415, 2018; in the data active = activity change below about -60%; inconclusive = no clear call, values can overlap the other calls; inactive = above about -39%
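Compounds were evaluated in HFFs infected with an HCMV luciferase reporter virus (MOI 1 PFU/cell). Luciferase in lysates collected 72 h post infection served as the replication measure.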
FBPA Giardia inh: qHTS Assay for Inhibitors of Fructose-1,6-bisphosphate Aldolase from Giardia Lamblia | A8B2U2 | purified Giardia FBPA | Potency, µM (highest dose often 59.6 µM), for inactives: at the top dose activity, negative = inhibition, hits mostly inhibitors | actives 0.71% (n = 290,000) | AID 2451, 2010; note: potency is the fitted concentration of half-maximal effect; nearly all actives have a fitted effect of over 55% in size
Target sequence (A8B2U2 whole entry, looked up): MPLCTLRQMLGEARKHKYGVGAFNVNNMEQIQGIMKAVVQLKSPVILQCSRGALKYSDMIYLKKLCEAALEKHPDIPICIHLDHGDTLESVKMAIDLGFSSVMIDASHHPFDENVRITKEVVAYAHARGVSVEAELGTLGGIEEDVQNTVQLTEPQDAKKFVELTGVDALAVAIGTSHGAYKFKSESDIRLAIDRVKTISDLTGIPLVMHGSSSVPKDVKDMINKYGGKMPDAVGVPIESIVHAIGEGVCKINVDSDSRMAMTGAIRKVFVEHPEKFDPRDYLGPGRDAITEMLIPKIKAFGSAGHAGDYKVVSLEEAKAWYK
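40 nM FBPA preincubated 10 min at RT with compound (up to 57.5 uM final), then substrate plus GAPDH/TPI/NAD/arsenate coupling and diaphorase/resazurin added. Fluorescence read after 20 min at RT, 525/598 nm.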
AMA1-RON2 inh: qHTS for Inhibitors of AMA1-RON; Towards Development of Antimalarial Drug Lead: Primary Screen. Potency, µM (titrated, usually from 58.2 µM), for the others: at the highest dose activity change, negative = inhibition, hits mostly inhibitors. AlphaScreen AMA1-biotinylated RON2 peptide binding. Plasmodium falciparum AMA1 (3D7) - RON2 peptide interaction. actives 0.2% (n = 360,000);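 note: potency is the fitted concentration of half-maximal effect; 0% = vehicle wells and -100% = peptide control; nearly all actives have a fitted effect of over 45% in size; some results filed as inactive show a strong effect at the top dose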
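AMA1 (3D7) with his tag at 25 nM final met compounds first, then biotinylated RON2 peptide at 25 nM; detection used donor plus acceptor beads, 10 µg/mL apiece, read by AlphaScreen after 30 min at room temperature.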
Sm TGR block: qHTS Assay for the Inhibitors of Schistosoma Mansoni Peroxiredoxins; Schistosoma mansoni thioredoxin glutathione reductase (TGR), Q962Y6; purified TGR, DTNB reduction, TNB absorbance 405 nm; Potency, µM (doses to about 114 µM), for the others: top-dose activity change, negative = inhibition, hits mostly inhibitors; actives 3% (n = 360,000); note: potency is the fitted concentration of half-maximal effect; nearly all actives have a fitted effect of over 60% in size
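Kinetic colorimetric format: TGR-catalysed, NADPH-driven DTNB reduction monitored via TNB absorbance. Enzyme dispensed at 20 nM; compound exposure 15 min at room temperature before reaction start.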
AmpC inh no detg: qHTS Inhibitors of AmpC Beta-Lactamase (assay without detergent). P00811. AmpC nitrocefin hydrolysis, absorbance 480 nm, 0.0001% Triton. Potency, µM (titrated, usually from 57.1 µM), for the others: at the highest dose activity change, negative = inhibition, actives largely listed as inhibitors. actives 0.52% (n = 330,000);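 note: potency is the fitted concentration of half-maximal effect; plate controls were no compound for no effect and no enzyme for full effect; nearly all actives have a fitted effect of over 20% in size; some results filed as inactive show a strong effect at the top dose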
Target sequence (P00811 whole entry, looked up): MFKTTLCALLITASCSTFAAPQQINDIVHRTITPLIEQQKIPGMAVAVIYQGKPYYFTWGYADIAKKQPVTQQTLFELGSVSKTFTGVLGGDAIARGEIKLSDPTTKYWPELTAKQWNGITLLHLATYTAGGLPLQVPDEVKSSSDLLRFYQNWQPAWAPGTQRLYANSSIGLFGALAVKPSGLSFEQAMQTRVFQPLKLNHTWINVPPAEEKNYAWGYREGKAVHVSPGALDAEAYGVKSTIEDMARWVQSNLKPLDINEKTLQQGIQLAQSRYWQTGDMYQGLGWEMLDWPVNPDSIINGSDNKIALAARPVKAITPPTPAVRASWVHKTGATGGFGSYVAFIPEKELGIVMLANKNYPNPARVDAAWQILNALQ
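AmpC (5.3 nM in the dispensed reagent) in 20 mM phosphate pH 7.0 with 0.01% (detergent screen) or 0.0001% Triton X-100 was preincubated with compounds for 15 min at room temperature. Nitrocefin was then added from an 800 uM solution, and hydrolysis was followed at 480 nm.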
AmpC detergent: qHTS Inhibitors of AmpC Beta-Lactamase (assay with detergent). AID 485294, 2010. Potency, µM (series often up to 114 µM), for inactives: at the highest dose activity change, negative = inhibition, most hits filed as inhibitors. actives 0.041% (n = 370,000). AmpC hydrolysis of nitrocefin, absorbance 480 nm, 0.01% Triton. P00811;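 note: potency is the fitted concentration of half-maximal effect; 0% = no-compound wells and -100% = no-enzyme wells; nearly all actives have a fitted effect of over 25% in size; some results filed as inactive show a strong effect at the top dose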
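20 mM phosphate pH 7.0 + 0.01% (detergent screen) or 0.0001% Triton X-100; 5.3 nM AmpC reagent; cpd preinc 15 min RT; nitrocefin (800 uM stock) to start; A480 q20 s × 4 min; Activity was normalised to no-enzyme and no-compound control wells.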
* hit, by the source's call; ? = inconclusive; / = no result given; & = joins results of further samples; [ ] = remark or other dose. Unless noted, calls come from the whole dose curve; as a rule, active = well fitted curve in the direction sought with a large enough effect; inconclusive = small, poorly fitted or top-dose-only effect, or another doubt; inactive = no such curve, though single readings can be large; an effect the other way counts as inactive or inconclusive. Unless noted, % is set by controls: 0 for no effect and ±100 for the full control effect.

SMILES	HCMV antiviral	FBPA Giardia inh	AMA1-RON2 inh	Sm TGR block	AmpC inh no detg	AmpC detergent
c1ccc(CCn2nnnc2C(c2cccs2)N2CCN(Cc3ccc4c(c3)OCO4)CC2)cc1 (centres undefined)	-20	-22%	?	33%	21%	?
COc1ccc(CCNC(=O)C2CCCN2C(=O)Nc2cccc(OC)c2)cc1 (centres undefined)	0	9%	-2%	-18%	-2%	3%
CCCn1c(=O)c2sccc2n2c(CCCC(=O)NCc3ccco3)nnc12	-24	/	-18%	?	-16%	3%
Cc1nnnn1/C(=C\c1ccccc1)C(=O)OCC(=O)NC(C)(C)C	-14	2%	2%	-10%	-2%	-7%
CC(=O)C1=C(O)C(=O)N(Cc2ccccc2)C1c1ccc(Br)cc1 (centres undefined)	-11	6%	-5%	-10%	-35%	1%
CCOC(=O)CNC(=O)CSc1nnc(-c2c[nH]c3ccccc23)n1CC	14	4%	-1%	1%	-5%	1%
CCc1ccc(N(CC)C(=O)c2ccc3c(Cl)c4c(nc3c2)CCC4)cc1	-22	0%	9%	-12%	36%	?
COc1ccc(C(=O)CSc2nnc(CN3CCCC3)n2-c2ccc(F)cc2)c(OC)c1	-9	4%	-6%	-1%	203%[activator]	-12%
CC(C)NC(=S)N(CCc1ccncc1)C(C)C	15	0%	?	9%	-13%	5%
COc1ccc(C(=O)NC2CCN(CC(=O)NCc3cccc(OC)c3)CC2)cc1	?	0%	8%	-2%	26%	2%
O=C(c1ccc2nc(N3CCOCC3)sc2c1)N1CCN(c2ccc(Cl)cc2)CC1	?	-10%	-11%	-16%	44%	?
Cc1cc(C)c2[nH]c(=O)c(CN(Cc3ccco3)C(=S)NCC3CCCO3)cc2c1 (centres undefined)	-35	-1%	8%	2%	-9%	-8%
O=C(Nc1ccc2nc(-c3ccccn3)[nH]c2c1)C1CCCCC1	22	9%	69%[activator]	5%	-23%	-4%
CCOC(=O)C1=CN2CCC[C@H]2CC1=O	3	/	6%	/	-1%	/
COC(=O)C1=C(C(=O)OC)[C@@H]2N(Cc3ccccc3)c3ccccc3[C@@]23C[C@@H](C(=O)OC)N(C(=O)c2cc(C)oc2C)C3=N1	47	1%[12.9 µM]	-6%	/	/	/
Cc1ccc(CSc2nc(-c3ccccc3C)nc3c2Cc2c(CO)cnc(C)c2O3)cc1	-30	/	/	-7%	/	0%
COc1ccc(OC)c(NCc2cccn2-c2nnc(N3CCC(C)CC3)s2)c1	?	/	/	12%	/	1%
Cc1cnc(=O)[nH]c1SCC(=O)Nc1nc2ccccc2s1	11	/	/	1%	/	4%
O=C(c1ccoc1)N1CCC(CO)(CCc2ccccc2)CC1	7	4%	-1%	7%	2%	4%
Cc1nn(-c2ccccc2)c(C)c1/C=N\N1CCN(c2ccc(Cl)cc2)CC1	?	0%	-5%	2%	1%	-13%
Cc1cc(CNC(=O)C2(C(F)(F)F)C/C(=C\CCO)CCCO2)nn1C (centres undefined)	9	4%	8%	/	/	/
Cc1c(C(=O)C(=O)N2CCN(Cc3ccc4c(c3)OCO4)CC2)c2ccccc2n1C	19	-4%	-2%	1%	167%[activator]	4%
Cn1c(=O)oc2cc(S(=O)(=O)N3CCC(C(=O)NCc4ccc(F)cc4)CC3)ccc21	4&11	4%	-4%	6%&-4%	-2%	11%&-1%
COc1ccc(S(=O)(=O)N2CCOCC2)c(Cl)c1Cl	-2	12%	13%	10%	-12%	4%
COc1cccc(N2CCN(C(=O)c3cc4c(s3)CCCCC4)CC2)c1	12	/	-22%	-2%	-9%	-6%
Nc1cccc2cnccc12	-27	?	4%	-17%	-14%	5%
O=S(=O)(c1cccc2nsnc12)N1CCc2ccccc21	9	?	-11%	-5%	2%	3%
Cn1c(N)c(C(=O)COC(=O)c2ccc(Cl)c(S(=O)(=O)N3CCCCC3)c2)c(=O)n(C)c1=O	63	2%	-12%	-12%	130%[activator]	-12%
COc1ccc(Nc2ncnc3c2c(C)c(C)n3CCCN(C)C)cc1	-16	0%	-11%	6%	21%	-3%
COc1ccc(C(=O)C2CCCN(C(=O)c3ccoc3C)C2)cc1F (centres undefined)	18	-2%	-4%	0%	30%	-1%

2 entries from above in a different format.
Results follow in this order: HCMV antiviral | FBPA Giardia inh | AMA1-RON2 inh | Sm TGR block | AmpC inh no detg | AmpC detergent
COc1cccc(N2CCN(C(=O)c3cc4c(s3)CCCCC4)CC2)c1
 : 12 | / | -22% | -2% | -9% | -6%
Nc1cccc2cnccc12
 : -27 | ? | 4% | -17% | -14% | 5%

Part of the list above, reformatted:
Value order: HCMV antiviral, FBPA Giardia inh, AMA1-RON2 inh, Sm TGR block, AmpC inh no detg, AmpC detergent
CCOC(=O)C1=CN2CCC[C@H]2CC1=O
→ 3, /, 6%, /, -1%, /
CC(C)NC(=S)N(CCc1ccncc1)C(C)C
→ 15, 0%, ?, 9%, -13%, 5%
COC(=O)C1=C(C(=O)OC)[C@@H]2N(Cc3ccccc3)c3ccccc3[C@@]23C[C@@H](C(=O)OC)N(C(=O)c2cc(C)oc2C)C3=N1
→ 47, 1%[12.9 µM], -6%, /, /, /
COc1cccc(N2CCN(C(=O)c3cc4c(s3)CCCCC4)CC2)c1
→ 12, /, -22%, -2%, -9%, -6%
CCc1ccc(N(CC)C(=O)c2ccc3c(Cl)c4c(nc3c2)CCC4)cc1
→ -22, 0%, 9%, -12%, 36%, ?

The results go on.
SMILES	HCMV antiviral	FBPA Giardia inh	AMA1-RON2 inh	Sm TGR block	AmpC inh no detg	AmpC detergent
O=C(Cc1ccc(Cl)cc1)NNC(=O)Nc1cccc2ccccc12	31	5%	43%[activator]	1%	-37%	-12%
CCCOC1CCCN(C(=O)c2ccc(OC3CCN(Cc4ccccn4)CC3)cc2)C1 (centres undefined)	-36	?	48%[activator]	?	113%[activator]	3%
COc1ccc(Cl)cc1S(=O)(=O)N1CCC(C(=O)NCCc2ccccc2)CC1	1	9%	-1%	4%	96%[activator]	?
CN1c2ccccc2C(=O)/C(=C\Nc2ncccn2)S1(=O)=O	61	-4%	0%	27%	-28%	-11%
COc1cc(C)nc(N2CCCC(C(=O)NC3CCC(C)CC3)C2)n1 (centres undefined)	/	1%	-3%	0%	-7%	-7%
Cc1ccc2c(c1)nnn2C1CCN(CC(=O)N(c2ccccc2)c2ccccc2)CC1	-70*	1%	-7%	-2%	44%	-9%
O=C(COc1ccccc1F)OCc1cc(=O)n2nc(C3CC3)sc2n1	1	/	/	-4%	/	2%
CN1CCC(=NNC(=O)CN(c2ccc(Oc3ccccc3)cc2)S(C)(=O)=O)CC1	?	-3%	52%[activator]	-6%	-11%	-10%
Cc1cccc(-n2c3nc(=O)[nH]c(=O)c-3cc3ccc(Cl)cc32)c1C	-24	/	/	-4%	/	1%
COc1ccc(N=c2oc3ccc(OC)cc3cc2-c2nc3ccccc3[nH]2)cc1	48	10%	-9%	-2%	/	-13%
CCOC(=O)CCC(=O)N1CCOCCOCCN(C(=O)CCC(=O)OCC)CCOCCOCC1	18	4%	-1%	3%	-1%	1%
Cn1c(=N)n(CC(=O)c2ccccc2)c2ccccc21	-15	-6%	-1%	5%	-2%	4%
COCCN(Cc1cc2ccc(C)c(C)c2nc1Cl)C(=O)N1CCOCC1	5	4%	-8%	2%[57.1 µM]	231%[activator]	-2%
O=C(Nc1cccc(S(=O)(=O)N2CCCC2)c1)c1cc(-c2ccccn2)nc2ccccc12	4	-8%	5%	7%	-23%	-19%
Cc1cc(C)n(C(=O)CNc2ccccc2Cl)n1	-4	3%	3%	-12%	-14%	-3%
Cc1nc(NC(=O)c2ccc(Br)o2)ccc1Br	24	13%	1%	0%	-13%	2%
CCc1ccc(N2CC(C(=O)OCC(=O)c3c(N)n(CC(C)C)c(=O)n(C)c3=O)CC2=O)cc1 (centres undefined)	-10	/	-5%	0%	-15%	-4%
CC(C)CN(CC(C)C)C(=O)Nc1ccccc1F	?	2%	7%	18%	-5%	-9%
COc1ccccc1N1CCN(C(=O)CSc2nc3ccccc3[nH]2)CC1	7	-9%	6%	-9%	20%	?
COc1cccc(NC(=O)CSc2ccccn2)c1	83	-2%	7%	2%	-26%	-15%
O=C(COC(=O)c1cc(-c2cccc3ccccc23)nc2ccccc12)NC1CCS(=O)(=O)C1 (centres undefined)	-28	-11%	-5%	6%	186%[activator]	4%
c1ccc2c(c1)nnn2CNc1nccs1	3	-3%	-2%	?	-8%	-12%
[N-]=[N+]=CC(=O)C(Cc1ccccc1)N1C(=O)c2ccccc2C1=O (centres undefined)	-18	-9%	9%	-34%	-22%	2%
NC(=O)C1CCN(C(=O)C2CCN(C(=O)Nc3ccccc3)CC2)CC1	-13	/	22%	-9%	-16%	?
O=C1c2ccccc2C(=O)N1CC1=CCS(=O)(=O)C1	53	6%	3%	-4%	-7%	-6%
Cc1ccc(NC(=O)c2sc(N)nc2-c2ccc([N+](=O)[O-])cc2)c(C)c1	-9	4%	2%	9%	-19%	8%
CCN(c1ccccc1)S(=O)(=O)c1cc(NC(=O)COC(=O)C2CC2)ccc1Cl	79	0%	21%	14%	-35%	1%
COc1ccc(/C=C2\SC(=S)N(NS(=O)(=O)c3ccccc3)C2=O)c(OC)c1	-19	?	-1%	2%	-34%	1%
CC(C)(C)NC(=O)CCSc1nc(-c2ccc3c(c2)OCO3)cc(C(F)(F)F)n1	-30	/	/	-2%	/	22%
CC(C)Cn1c(N)c(C(=O)NCc2cccs2)c2nc3ccccc3nc21	37	?	98%[activator]	-17%	8%	2%

Grouped by structure: those above with a tert-butyl group
SMILES	HCMV antiviral	FBPA Giardia inh	AMA1-RON2 inh	Sm TGR block	AmpC inh no detg	AmpC detergent
Cc1nnnn1/C(=C\c1ccccc1)C(=O)OCC(=O)NC(C)(C)C	-14	2%	2%	-10%	-2%	-7%
CC(C)(C)NC(=O)CCSc1nc(-c2ccc3c(c2)OCO3)cc(C(F)(F)F)n1	-30	/	/	-2%	/	22%

Additional records follow.
SMILES	HCMV antiviral	FBPA Giardia inh	AMA1-RON2 inh	Sm TGR block	AmpC inh no detg	AmpC detergent
CCCC(=O)Nc1nc(C(=O)OCC)cs1	42	3%	-2%	-20%	-10%	1%
Cc1cccc(C(=O)O)c1NC(=O)c1ccc(F)cc1	12	0%	-13%	-22%	-15%	-6%
CC1(C)CC(=O)C=C(N2CCCC2)C1	-26	0%	6%	-5%	-19%	-2%
CC(C)CC(NS(=O)(=O)c1ccc2c(c1)oc(=O)n2C)C(=O)NCCc1ccc(Cl)cc1 (centres undefined)	-7	/	/	2%	/	-3%

Outcome played no part in choosing rows; any-hit rate near 7.8%.
